STAT1 blocker = STAT1 signaling inhibition. NIH 3T3 STAT1-luciferase reporter, IFN-gamma, luminescence. inhibition, % at 5.5 µM. actives 0.35% (n = 200,000);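 active = inhibition above a set limit, the mean inhibition across all tested compounds plus 3 SD, cut at about 34% in these data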;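 also: 0% = IFN-gamma with DMSO and 100% = IFN-gamma with 300 µM nifuroxazide; values of inactives mirror those of a sister screen read the other way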
STAT3 inh = STAT3 signaling inhibition. U3A cells, IL-6 STAT3-luciferase reporter, luminescence; host cell line lacks STAT1. inhibition, % at 5.5 µM. actives 0.89% (n = 190,000). AID 862;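 active = inhibition above the mean inhibition across all screened compounds plus 3 SD, cut at about 44% in these data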;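 also: 0% = DMSO only wells and 100% = 100 µM nifuroxazide control wells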
APP 5'UTR act = activates APP 5'UTR luciferase reporter. SH-SY5Y APP 5'UTR luciferase reporter, luminescence; zero percent = DMSO vehicle wells. activation, % at 2 µM. actives 1% (n = 190,000);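 active = activation above a set limit, based on mean plus 3 SD of controls, cut at about 140% in these data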; also: values of inactives mirror those of a sister screen read the other way
STAT3 act = activators of IL-6 induced STAT3 signaling. U3A cells, IL-6 STAT3-luciferase reporter, luminescence; 100% = signal with IL-6 EC80 alone. activation (% of control), % at 5.6 µM. actives 0.91% (n = 190,000);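 active = activation above the screen-wide mean of compound activation plus 3 SD, cut at about 130% in these data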;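 also: 0% = background luminescence of wells with medium and substrate only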
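Detection: reporter luminescence signal / Assay system: STAT1-lacking human U3A cells, STAT3 luciferase reporter / Incubation: compound pre-incubation 1 h before IL-6, then 6 h stimulation at 37 °C / Control set: IL-6-only high control / Read-out: % activation relative to IL-6 control / Probe or stimulus: Interleukin-6, 33 ng/mL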
STAT1 activator = increases IFN-gamma driven STAT1 reporter signal; NIH 3T3 STAT1-luciferase reporter, luminescence; 100% = IFN-gamma alone, no compound; activation (% of control), % at 5.5 µM; actives 2.6% (n = 200,000); AID 932;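 active = activation above the screen-wide mean activation plus 3 SD, cut at about 130% in these data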;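 also: raw ratio to IFN-gamma control signal so 100% means no change and 0% no light; values of inactives mirror those of a sister screen read the other way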
Efa HMGR inh = E. faecalis class II HMG-CoA reductase inhibition; purified E. faecalis HMGR, NADPH absorbance 340 nm kinetic; inhibition, % at 10 µM; actives 0.41% (n = 190,000); AID 1066;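 active = inhibition above a set limit, the median over all tested compounds plus 3 SD, cut at about 9.5% in these data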;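 also: enzyme runs in reverse so mevalonate oxidation gives rising NADPH absorbance; 0% = complete reaction with DMSO and 100% = background rate lacking mevalonate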
NF-kB expr up = raises NF-kB expression in human neuronal cells; fold change at 12.5 µM; NF-kB reporter expression; stronger effect = higher value; actives 1.6% (n = 190,000); AID 1239; in the data active = fold change above about 3.3
TLR4-MyD88 BLA = TLR4-MyD88 interaction inhibition in cells | O00206+Q99836 | HeLa CL3-4 TLR4/MyD88 BLA complementation, FRET ratio | inhibition, % at 8.4 µM | actives 0.18% (n = 200,000) | AID 861; in the data active = inhibition above about 25%;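 also: 0% = vehicle and 100% = reference inhibitor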
Target sequence (O00206 whole entry, looked up): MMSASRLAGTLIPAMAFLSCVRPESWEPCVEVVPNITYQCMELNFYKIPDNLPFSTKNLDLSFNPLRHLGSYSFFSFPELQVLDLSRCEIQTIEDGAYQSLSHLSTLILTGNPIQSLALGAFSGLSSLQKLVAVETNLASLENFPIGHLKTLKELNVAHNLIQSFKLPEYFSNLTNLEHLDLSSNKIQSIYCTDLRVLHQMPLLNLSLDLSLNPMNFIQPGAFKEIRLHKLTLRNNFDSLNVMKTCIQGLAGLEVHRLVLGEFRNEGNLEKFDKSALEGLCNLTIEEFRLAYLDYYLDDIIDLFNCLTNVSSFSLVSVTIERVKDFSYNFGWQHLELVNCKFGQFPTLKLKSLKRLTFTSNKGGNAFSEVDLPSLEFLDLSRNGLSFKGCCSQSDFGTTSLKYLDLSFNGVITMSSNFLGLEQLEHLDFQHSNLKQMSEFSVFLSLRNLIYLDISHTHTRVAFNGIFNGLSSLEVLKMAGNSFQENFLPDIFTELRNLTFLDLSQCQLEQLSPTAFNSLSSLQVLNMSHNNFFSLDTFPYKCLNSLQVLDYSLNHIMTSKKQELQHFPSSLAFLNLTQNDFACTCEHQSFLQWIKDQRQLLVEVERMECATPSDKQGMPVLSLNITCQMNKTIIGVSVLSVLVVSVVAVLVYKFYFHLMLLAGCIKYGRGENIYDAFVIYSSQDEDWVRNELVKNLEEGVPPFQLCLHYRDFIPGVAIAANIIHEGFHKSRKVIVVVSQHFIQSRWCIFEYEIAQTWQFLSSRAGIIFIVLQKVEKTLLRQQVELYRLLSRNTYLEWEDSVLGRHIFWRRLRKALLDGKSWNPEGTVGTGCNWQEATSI
Target sequence (Q99836 whole entry, looked up): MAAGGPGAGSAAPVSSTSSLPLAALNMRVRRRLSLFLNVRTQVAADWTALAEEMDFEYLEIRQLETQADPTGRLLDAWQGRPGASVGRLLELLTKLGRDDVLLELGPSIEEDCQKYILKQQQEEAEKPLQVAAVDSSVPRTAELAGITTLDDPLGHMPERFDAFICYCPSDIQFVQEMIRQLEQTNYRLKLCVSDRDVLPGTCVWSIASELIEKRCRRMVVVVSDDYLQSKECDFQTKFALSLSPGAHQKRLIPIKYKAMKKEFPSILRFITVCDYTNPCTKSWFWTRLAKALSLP
DTT redox prof = compounds producing H2O2 with reducing agent – biochemical, NIH compound library profiling, artefact control for MLSCN library redox annotation, primary screen. actives 0.03% (n = 200,000). activation, % at 10 µM. DTT-dependent redox cycling H2O2, phenol red/HRP absorbance; 100% = 100 µM peroxide control, 0% = buffer;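 active = activation of at least 50% relative to the plate's high and low controls in the primary single-dose screen; inactive = activation below 50%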;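 also: compound incubated with DTT at 0.8 mM final as the reducing agent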
Hsp70 activator = switches on Hsp70 transcription. HeLa Hsp70 promoter luciferase reporter, luminescence; scaled: vehicle 0, proteasome-inhibitor control 100%. activation, % at 10 µM. actives 0.04% (n = 200,000). AID 1203;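 active = activation above the mean across all tested compounds plus 3 SD, cutoff set per campaign, cut at about 5.5% in these data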;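 also: 100% = MG132 at 30 µM as the positive control and 0% = DMSO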
Numbers without * were called inactive.

`COc1cc2ccccc2c2c1CCCC2=O` gave STAT1 blocker 3.8, STAT3 inh 10.1, APP 5'UTR act 18.8, STAT3 act 90.5, STAT1 activator 96.6, Efa HMGR inh -4.0, NF-kB expr up 1.15, TLR4-MyD88 BLA 1.3, DTT redox prof 0.1 and Hsp70 activator 0.1.
Screening O=C(N=Nc1c(O)[nH]c2ccccc12)c1cc(-c2ccc(F)cc2)n[nH]1 returned STAT1 blocker 0.9, STAT3 inh 9.9, APP 5'UTR act 3.9, STAT3 act 93.1, STAT1 activator 98.2, Efa HMGR inh 2.2, NF-kB expr up 1.06, TLR4-MyD88 BLA 1.0, DTT redox prof -0.7 and Hsp70 activator -0.3.
CCn1nc(C(=O)Nc2ccc(C)c(C)c2)c(Cl)c1Cl was read as STAT1 blocker -19.9, STAT3 inh 3.8, APP 5'UTR act 1.0, STAT3 act 100.9, STAT1 activator 117.7, Efa HMGR inh -2.7, NF-kB expr up 1.31, TLR4-MyD88 BLA -4.4, DTT redox prof -3.8 and Hsp70 activator 0.0.
For COc1cc(OC)c(C(=O)NC2CCCCCC2)cc1OC the results were STAT1 blocker -6.6, STAT3 inh 12.6, APP 5'UTR act -2.8, STAT3 act 92.1, STAT1 activator 103.9, Efa HMGR inh -3.3, NF-kB expr up 1.12, TLR4-MyD88 BLA -4.0, DTT redox prof 0.1 and Hsp70 activator -0.2.
CCC(=O)Nc1ccc(Cl)c(NC(=O)c2cccc(OC)c2)c1 was read as STAT1 blocker 2.1, STAT3 inh 22.8, APP 5'UTR act 6.8, STAT3 act 82.0, STAT1 activator 96.7, Efa HMGR inh 0.4, NF-kB expr up 1.07, TLR4-MyD88 BLA 3.8, DTT redox prof 0.0 and Hsp70 activator -0.3.
For COc1cc(C2C=C(Nc3ccccc3)C(=O)N2c2ccccc2)ccc1O (configuration not stated) the results were STAT1 blocker 9.0, STAT3 inh 6.5, APP 5'UTR act -2.3, STAT3 act 96.7, STAT1 activator 92.0, Efa HMGR inh -8.9, NF-kB expr up 0.61, TLR4-MyD88 BLA -14.0, DTT redox prof 0.2 and Hsp70 activator -0.2.
For O=C(N/N=C/c1cccs1)c1ccc2c(c1)OCO2 the results were STAT1 blocker -31.5, STAT3 inh 7.3, APP 5'UTR act 103.5, STAT3 act 92.7, STAT1 activator 128.8*, Efa HMGR inh -0.7, NF-kB expr up 1.02, TLR4-MyD88 BLA 1.9, DTT redox prof -0.1 and Hsp70 activator 0.0.
CCn1c(SCC(=O)Nc2c(C)n(C)n(-c3ccccc3)c2=O)nc2c1c(=O)n(C)c(=O)n2C was read as STAT1 blocker -8.6, STAT3 inh 4.2, APP 5'UTR act 0.2, STAT3 act 103.8, STAT1 activator 108.3, Efa HMGR inh 0.5, NF-kB expr up 1.1, TLR4-MyD88 BLA 12.6, DTT redox prof -0.6 and Hsp70 activator -0.1.
Screening Cc1cnc(C(=O)Nc2nnc(C(C)C)s2)cn1 returned STAT1 blocker -33.6, STAT3 inh -0.5, APP 5'UTR act 36.0, STAT3 act 105.8, STAT1 activator 130.8*, Efa HMGR inh 1.0, NF-kB expr up 1.75, TLR4-MyD88 BLA 6.0, DTT redox prof -0.2 and Hsp70 activator 0.1.
`Cc1nc(NCCc2ccccc2)c2oc3ccccc3c2n1` gave STAT1 blocker 9.7, STAT3 inh -2.8, APP 5'UTR act -6.8, STAT3 act 106.3, STAT1 activator 91.0, Efa HMGR inh -3.6, NF-kB expr up 0.68, TLR4-MyD88 BLA 12.5, DTT redox prof 0.1 and Hsp70 activator 0.1.
`CCCN1CNC(=S)N(c2ccccc2OC)C1` gave STAT1 blocker 3.8, STAT3 inh 9.1, APP 5'UTR act 28.1, STAT3 act 93.1, STAT1 activator 96.6, Efa HMGR inh -2.7, NF-kB expr up 0.82, TLR4-MyD88 BLA 9.6, DTT redox prof -0.1 and Hsp70 activator -0.1.
For O=C(CCCC(=O)Nc1cccnc1)Nc1cccnc1 the results were STAT1 blocker -0.1, STAT3 inh -0.9, APP 5'UTR act -6.8, STAT3 act 100.5, STAT1 activator 100.1, Efa HMGR inh 2.7, NF-kB expr up 1.1, TLR4-MyD88 BLA -4.0, DTT redox prof 2.3 and Hsp70 activator -0.3.
For N#CC(c1ccccc1)c1cccc(Cl)n1 (configuration not stated) the results were STAT1 blocker 1.9, STAT3 inh 5.2, APP 5'UTR act -12.6, STAT3 act 99.6, STAT1 activator 95.6, Efa HMGR inh -4.5, NF-kB expr up 1.26, TLR4-MyD88 BLA 6.3, DTT redox prof -0.7 and Hsp70 activator -0.2.
For C=CCc1cc(Cl)ccc1OCCCNC(C)C the results were STAT1 blocker 5.8, STAT3 inh -3.2, APP 5'UTR act -9.4, STAT3 act 99.0, STAT1 activator 94.7, Efa HMGR inh -1.4, NF-kB expr up 0.95, TLR4-MyD88 BLA 4.5, DTT redox prof 0.3 and Hsp70 activator -0.1.
Screening COc1ccc(S(=O)(=O)N2CCC(CN3C(=O)c4cccc5cccc(c45)C3=O)CC2)cc1 returned STAT1 blocker -4.4, STAT3 inh -66.1, APP 5'UTR act 1.2, STAT3 act 151.8*, STAT1 activator 103.9, Efa HMGR inh -2.3, NF-kB expr up 0.77, TLR4-MyD88 BLA -14.1, DTT redox prof 0.0 and Hsp70 activator -0.3.
Screening COc1ccc(/C=C/C(=O)Nc2nc(N)n(-c3ccccc3)n2)cc1 returned STAT1 blocker 2.7, STAT3 inh 3.3, APP 5'UTR act 17.7, STAT3 act 99.4, STAT1 activator 97.6, Efa HMGR inh 3.4, NF-kB expr up 1, TLR4-MyD88 BLA -2.7, DTT redox prof -0.1 and Hsp70 activator -0.2.
CCOC(=O)N1CCN(C(=O)COc2cc(C)c(Cl)c(C)c2)CC1 was read as STAT1 blocker -7.3, STAT3 inh 1.8, APP 5'UTR act -11.3, STAT3 act 104.7, STAT1 activator 104.8, Efa HMGR inh -3.9, NF-kB expr up 1.19, TLR4-MyD88 BLA -1.5, DTT redox prof -0.7 and Hsp70 activator -0.3.
For COc1ccc(C(=O)CN2C(=O)NC3(CCCc4ccccc43)C2=O)cc1OC (configuration not stated) the results were STAT1 blocker -3.8, STAT3 inh -1.5, APP 5'UTR act -2.0, STAT3 act 104.8, STAT1 activator 103.5, Efa HMGR inh -6.0, NF-kB expr up 1.24, TLR4-MyD88 BLA 13.7, DTT redox prof 2.1 and Hsp70 activator -0.2.
Screening Cc1c(C)c2cc(Cl)c(O)c(CN3CCCCC3)c2oc1=O returned STAT1 blocker -5.3, STAT3 inh 0.9, APP 5'UTR act -5.5, STAT3 act 97.9, STAT1 activator 104.9, Efa HMGR inh -2.5, NF-kB expr up 0.91, TLR4-MyD88 BLA -21.1, DTT redox prof -0.1 and Hsp70 activator -0.3.
`[O-][n+]1ccccc1SC/C=C/c1ccccc1` gave STAT1 blocker -11.1, STAT3 inh 14.7, APP 5'UTR act 10.1, STAT3 act 93.7, STAT1 activator 110.0, Efa HMGR inh -2.7, NF-kB expr up 1.65, TLR4-MyD88 BLA -1.7, DTT redox prof -0.1 and Hsp70 activator -0.1.
`CCOC(=O)N1CCc2c(sc(NC(C)=O)c2C(N)=O)C1` gave STAT1 blocker -10.5, STAT3 inh 10.9, APP 5'UTR act 6.1, STAT3 act 95.0, STAT1 activator 109.5, TLR4-MyD88 BLA 2.7, DTT redox prof -1.9 and Hsp70 activator -0.3.
CCCCCOC(=O)Nc1ccc(S(=O)(=O)Nc2cccc([N+](=O)[O-])c2)cc1 was read as STAT1 blocker 12.6, STAT3 inh -12.3, APP 5'UTR act -8.2, STAT3 act 107.9, STAT1 activator 88.8, Efa HMGR inh -4.0, NF-kB expr up 1.14, TLR4-MyD88 BLA -9.9, DTT redox prof 5.5 and Hsp70 activator -0.2.
For O=C(NCCNCc1ccccn1)c1ccco1 the results were STAT1 blocker -0.9, STAT3 inh 8.2, APP 5'UTR act 0.1, STAT3 act 98.9, STAT1 activator 99.9, Efa HMGR inh -2.7, NF-kB expr up 1.18, TLR4-MyD88 BLA 3.8, DTT redox prof -0.3 and Hsp70 activator 0.1.
Screening CC(C)CC(=O)NS(=O)(=O)c1ccc(NC(=O)c2ccco2)cc1 returned STAT1 blocker -1.0, STAT3 inh 10.7, APP 5'UTR act -16.6, STAT3 act 95.6, STAT1 activator 100.9, Efa HMGR inh 2.8, NF-kB expr up 1.29, TLR4-MyD88 BLA 3.8, DTT redox prof 0.1 and Hsp70 activator 0.1.
COc1ccc(N2C(=S)NC(C)(C)CC2(C)c2ccc(OC(C)=O)cc2OC(C)=O)cc1 (configuration not stated) was read as STAT1 blocker 6.4, STAT3 inh 5.3, APP 5'UTR act -12.8, STAT3 act 97.4, STAT1 activator 92.6, Efa HMGR inh 2.9, NF-kB expr up 1.26, TLR4-MyD88 BLA 11.1, DTT redox prof -0.5 and Hsp70 activator -0.2.
Screening Cc1[nH]nc2cn[nH]c12 returned STAT1 blocker -4.0, STAT3 inh 8.5, APP 5'UTR act 3.9, STAT3 act 99.2, STAT1 activator 103.6, Efa HMGR inh -3.3, NF-kB expr up 0.85, TLR4-MyD88 BLA -2.4, DTT redox prof -0.1 and Hsp70 activator -0.6.
`Cc1cnc(NC(=O)COc2ccccc2Cl)s1` gave STAT1 blocker 60.8*, STAT3 inh 92.3*, APP 5'UTR act 100.3, STAT3 act 26.2, STAT1 activator 44.5, Efa HMGR inh -1.9, NF-kB expr up 1.09, TLR4-MyD88 BLA 5.4, DTT redox prof 2.1 and Hsp70 activator -0.7.
For COc1ccccc1OCC(=O)Nc1ccc(N2CCCCC2)cc1 the results were STAT1 blocker -2.2, STAT3 inh 11.6, APP 5'UTR act 11.5, STAT3 act 94.2, STAT1 activator 103.7, Efa HMGR inh -2.3, NF-kB expr up 1.21, TLR4-MyD88 BLA 5.2, DTT redox prof -0.2 and Hsp70 activator -0.2.
Screening CC(/C=N/Nc1nnc(C)c(=O)[nH]1)=C\c1ccccc1 returned STAT1 blocker -18.3, STAT3 inh 10.7, APP 5'UTR act 37.4, STAT3 act 96.5, STAT1 activator 116.5, Efa HMGR inh -1.3, NF-kB expr up 1.95, TLR4-MyD88 BLA -4.0, DTT redox prof -3.9 and Hsp70 activator -0.3.
COc1ccc(NC(=O)CSc2nccn2-c2ccccc2)cc1 was read as STAT1 blocker -1.6, STAT3 inh -5.2, APP 5'UTR act 10.0, STAT3 act 107.5, STAT1 activator 101.4, Efa HMGR inh -0.2, NF-kB expr up 1.34, TLR4-MyD88 BLA 7.2, DTT redox prof -0.4 and Hsp70 activator -0.1.
CCC(=O)NCCc1nc2ccccc2[nH]1 was read as STAT1 blocker -17.0, STAT3 inh 3.8, APP 5'UTR act -3.0, STAT3 act 100.6, STAT1 activator 115.7, Efa HMGR inh -0.6, NF-kB expr up 0.88, TLR4-MyD88 BLA -9.8, DTT redox prof 0.2 and Hsp70 activator -0.2.
